# Screening results deposited in PubChem BioAssay by several laboratories.
# CHOP inh – inhibitors of CHOP induction in ER stress response. CHO-K1 CHOP-promoter luciferase, tunicamycin-induced, 15-18 h. inhibition, % at 10 µM. 3.8% of 220,000 active;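 active means compounds that reduced the stress-induced luciferase reporter signal by more than about 70% of percent inhibition, limit read from the data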;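 further: 0% = tunicamycin plus vehicle and 100% = wells without tunicamycin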
# TRPN1 ag – agonists of zebrafish TRPN1 channel. HEK293 zebrafish TRPN1-YFP, Fluo-8 calcium fluorescence; 100% = response to 87 µM carbachol. activation, % at 3 µM. 0.18% of 220,000 active. AID 1424;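 active means activation above its plate's cutoff, the mean activation of test wells on that plate plus 3 SD, cut at about 19% in these data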;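 further: 0% = DMSO alone and 100% = 87 µM carbachol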
#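 Assay system: Zebrafish TRPN1-YFP in HEK293 cells | Incubation: Dye loading 1 h at 37 °C, then 30 min room temperature | Measured by: Kinetic Fluo-8 fluorescence, ex 470-495, em 515-575 nm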
# TRPML3 ag – agonists of human TRPML3 channel. 0.29% of 220,000 active. HEK293 TRPML3-YFP, Fluo-8 calcium fluorescence; 100% = the carbachol control signal. activation, % at 3 µM. AID 1448;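 active means activation above its plate's cutoff, the mean activation of the plate's test wells plus 3 SD, cut at about 12% in these data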;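 further: 0% = DMSO only wells and 100% = carbachol wells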
# Target sequence (Q8TDD5 whole entry, looked up): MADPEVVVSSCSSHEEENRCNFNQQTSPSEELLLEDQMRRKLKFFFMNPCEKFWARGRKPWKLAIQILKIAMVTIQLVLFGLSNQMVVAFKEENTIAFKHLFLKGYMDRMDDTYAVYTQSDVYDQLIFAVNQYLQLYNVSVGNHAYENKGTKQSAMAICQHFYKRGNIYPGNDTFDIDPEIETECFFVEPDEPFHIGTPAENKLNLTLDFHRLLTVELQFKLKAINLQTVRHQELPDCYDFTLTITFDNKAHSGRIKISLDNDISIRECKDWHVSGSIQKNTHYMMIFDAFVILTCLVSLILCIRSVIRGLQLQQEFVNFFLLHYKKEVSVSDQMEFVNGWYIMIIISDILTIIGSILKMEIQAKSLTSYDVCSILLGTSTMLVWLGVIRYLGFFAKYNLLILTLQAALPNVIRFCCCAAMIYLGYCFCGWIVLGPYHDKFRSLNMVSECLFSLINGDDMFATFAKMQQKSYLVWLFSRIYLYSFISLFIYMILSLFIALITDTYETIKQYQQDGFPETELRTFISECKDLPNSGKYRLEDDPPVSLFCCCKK
#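 Test system: HEK293 cells stably carrying human TRPML3-YFP; Doses: single dose, 3 µM final nominal compound, 0.3% DMSO final; Schedule: dye loading 1 h 37 °C then 30 min ambient, 125 s read; Technique: Fluo-8 calcium fluorescence; Benchmarks: high control carbachol 87 µM, low control DMSO.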
# TNF death inh – blocks TNF-alpha induced death of Jurkat FADD-/- cells; Jurkat FADD-/- TNF necroptosis rescue, ATP luminescence, 24 h; 0 = TNF only, 100 = no-TNF cells; activation (protection from cell death), % at 10 µM; 0.068% of 220,000 active; AID 463075;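 active means activation, meaning protection from cell death, of at least 50% relative to plate controls; inactive means activation below 50%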;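 further: necroptosis triggered by 40 ng/mL TNF-alpha added together with compound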
# MDM2 E3 inh – blocks human Mdm2 ubiquitin ligase activity; signal enhancement, % at 5 µM; 0.11% of 210,000 active; cell-based MDM2 ubiquitination luciferase reporter, 2 h; 0 = plate control, 100 = twice control, blank-subtracted; Q00987;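 active means signal enhancement of 30% or more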;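 further: luminescence tracks abundance of the self-degrading MDM2-luciferase fusion protein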
#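 Assay system: mammalian cells stably expressing self-ubiquitinating, self-degrading MDM2 E3–luciferase fusion. Quantity: 2000 cells in each well. Medium: DMEM culture medium. Compound dosing: single-point 5 µM. Timing: cell settling 4 h, compound treatment 2 h, both 37 °C. Technique: luciferase luminescence. Read-out basis: percent signal gain over controls, blank-subtracted. Benchmarks: plate controls and plate blanks.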
# Runt-SMMHC FRET – blocks binding of human RUNX1 Runt domain to CBFb-SMMHC. Q01196+Q13951. Cerulean-Runt/Venus-CBFb-SMMHC FRET ratio 530/480, 1 h. inhibition, % at 20 µM. 0.74% of 220,000 active;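 active means mean inhibition across duplicate retests at 20 µM reaching about 50%, limit read from the data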;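 further: 0% = DMSO wells and 100% = wells with excess untagged CBFb-SMMHC; inhibitors lower the FRET ratio by blocking Runt binding to CBFb-SMMHC; some results filed as inactive read as strong as hits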
# p47phox inh – inhibitors of human p47phox binding | P14598 | p47phox/p22phox peptide binding, fluorescence polarization, 2 h | inhibition, % at 24.7 µM | 0.53% of 220,000 active | AID 1274;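 active means inhibition above about 30%, limit read from the data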;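 further: 0% = p47phox with labelled peptide and 100% = labelled peptide alone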
# EBV gp42 inh – EBV gp42 inhibition | Fluorescence polarization binding assay, mP read-out | 0.42% of 220,000 active | Q1HVG2 | inhibition, % (tested at 21.74 µM); in the data active means inhibition above about 50%
# Target sequence (Q1HVG2 whole entry, looked up): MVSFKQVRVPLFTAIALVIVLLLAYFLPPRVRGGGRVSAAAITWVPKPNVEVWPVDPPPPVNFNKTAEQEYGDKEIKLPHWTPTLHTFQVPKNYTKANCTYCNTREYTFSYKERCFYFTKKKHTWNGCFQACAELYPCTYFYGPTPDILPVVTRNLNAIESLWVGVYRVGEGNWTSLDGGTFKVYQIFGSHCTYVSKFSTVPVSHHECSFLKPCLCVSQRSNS
# PPC-1+TRAIL kill – PPC-1 cancer cell killing with TRAIL present. cell killing (% activity), % at 4 µM. PPC-1 cells + TRAIL, ATPLite viability luminescence. 0.41% of 220,000 active;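 active means cell killing above 50% in the first pass at 4 µM, then a duplicate retest at 5 µM averaging 50% or more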;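 further: plate controls were cells with TRAIL plus DMSO for no effect and medium-only wells lacking cells for full effect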
# * = called active by the depositor; x = not tested or not shown; [ ] = dose if it differs, or a comment.
Structure	CHOP inh	TRPN1 ag	TRPML3 ag	TNF death inh	MDM2 E3 inh	Runt-SMMHC FRET	p47phox inh	EBV gp42 inh	PPC-1+TRAIL kill
O=C(c1c(Cl)cccc1Cl)N1CCN(c2cccc3[nH]ccc23)CC1	12.1	2.2	0.6	1.3	-7.1	-4.0	18.2	-8.5	21.9
Nc1nc(-c2cccnc2)nn1C(=O)c1ccc(Cl)cc1	22.3	0.1	0.7	-2.5	-1.6	-2.5	5.6	-0.4	7.6
Cc1sc(N(C(=O)CCc2ccccc2)c2ccc(C(=O)O)cc2)nc1-c1ccccc1	13.1	1.4	0.4	3.0	-10.9	-12.3	-5.0	6.9	16.9
CN1CCN(C(=O)c2cc3nc(-c4ccccc4)cc(-c4ccccc4)n3n2)CC1	13.4	0.0	0.9	-1.1	-14.3	-0.4	-6.8	-20.6	6.1
N/C(=N\OC(=O)c1ccccc1Cl)c1ccccn1	56.0	0.2	-0.1	-4.1	-98.3	-1.9	-4.9	-11.1	65.8*[5 µM]
CCOC(=O)C1C(c2ccccc2Cl)NC(=O)N(C)C1(O)C(F)(F)F (centres undefined)	70.5*	2.0	0.4	-2.7	-11.5	-6.8	-0.1	-11.9	32.6
C/C(=N\N=C\c1ccccc1)c1nnn(-c2nonc2N)c1C	-52.9	-0.5	0.7	-2.9	11.9	0.8	-0.3	-28.1	-2.1
O=C(CN(CC1CCCO1)C(=O)CCC(=O)Nc1nccs1)NCc1ccccc1 (centres undefined)	4.2	0.7	1.2	1.4	8.0	9.5	0.2	-11.1	20.0
COc1cc(OC)c(OC)cc1CN1CCc2ccccc2C1	0.1	-0.2	1.4	1.0	-14.6	0.4	-1.1	7.3	-16.5
Cc1ccc(CS(=O)(=O)CCC(=O)NCCCN2CCCC2=O)cc1	-11.0	0.1	0.8	-0.3	-14.6	-2.1	-9.7	-12.2	16.8
Cc1ccc(OCCNC(=O)C(=O)NCc2ccco2)cc1	14.6	-0.7	-0.1	-6.6	-8.1	-0.2	-0.7	1.6	16.4
Cc1cccc(N(CC(O)CN(C)C)S(=O)(=O)c2ccccc2)c1 (centres undefined)	65.1	0.4	0.9	0.2	-10.3	2.2	-6.3	7.5	8.1
CCOC(=O)CC(C#N)c1c[nH]c2ccccc12 (centres undefined)	13.0	-0.6	-0.5	7.7	-13.6	3.1	-16.1	-29.2	24.8
Cc1cc(C)n2nc(SCC(=O)Nc3ccc(F)cc3)nc2n1	20.0	-0.1	-0.1	0.6	-13.6	-2.8	-9.6	-3.7	17.8
COc1ccccc1N1CCN(C(=O)/C=C/c2ccccc2)CC1	13.6	-0.8	-1.1	0.2	8.1	3.4	-13.2	-6.2	10.4
O=C(Nc1nncs1)c1cc2c(s1)CCC2	6.2	0.0	-1.9	-1.3	-10.9	1.8	-0.4	-12.5	22.0
Cc1ccc(Cn2nnc(C(=O)Nc3cccc(C)c3C)c2N)cc1	8.2	36.4*	17.2*	-0.1	6.8	-0.6	-3.6	-9.2	20.3
Cc1ccc(N(CC(=O)N2CCc3ccccc32)C2=NC(=O)CS2)cc1	27.6	2.1	0.1	0.3	-15.2	1.5	-1.6	-14.5	23.6
O=c1cc(CN2CCN(c3ccccc3)CC2)c2cc(O)c(-c3ccccc3)cc2o1	-21.9	0.9	0.4	-0.2	-2.7	-0.3	-21.9	-16.9	-10.0
Fc1ccc(CN2CCCCCC2)c(F)c1	34.5	2.3	1.1	2.0	9.0	-0.9	-11.3	-15.2	-2.3
O=C(NNC(=S)Nc1ccccc1C(F)(F)F)c1ccc(Br)o1	21.0	-1.0	1.5	-0.1	-6.2	1.2	3.4	-2.7	11.5
CN(C)CCCN(C(=O)COc1ccccc1)c1nc2c(Cl)cccc2s1	38.6	0.5	0.6	4.6	-8.9	0.6	-1.1	-8.9	25.4
CSC1=NC(C(Cl)(Cl)Cl)N=C(c2ccc(C)cc2)N1 (centres undefined)	-13.7	-0.9	-1.4	-5.9	-14.2	1.8	8.3	-17.6	0.2
COc1ccc(CNC(=O)C2CCN(c3nccs3)CC2)cc1	-17.8	0.7	0.0	0.9	-2.3	4.2	-2.1	3.7	2.4
N#Cc1c(NC(=O)CN2CCCCC2)sc2c1CCC2	-17.8	0.8	0.8	1.1	-5.0	4.3	-14.2	-9.3	19.1
COc1ccccc1-n1c(Cc2cccs2)n[nH]c1=S	8.9	-0.3	0.4	-0.6	-7.7	10.5	3.5	-4.0	13.9
O=C(Nc1nnc(-c2ccc(Cl)cc2)o1)c1ccc(N2C(=O)CCC2=O)cc1	45.3	0.1	0.5	1.5	-7.1	4.1	-7.3	-28.5	8.3
Cc1cccc(-c2nc(CSCC(=O)N3CCN(c4ccccn4)CC3)c(C)o2)c1	36.8	4.8	2.6	-5.9	-3.2	-8.8	-6.3	-21.2	-4.1
CC1(C)CC(=O)c2cc(C(=O)Nn3cnnc3)c(=O)n(-c3ccccc3)c2C1	6.8	0.6	0.2	0.8	-8.7	-2.4	-1.8	4.1	16.3
CN(C)Cc1nc2c(c(=O)[nH]1)C1(CCCCC1)Cc1ccccc1-2	36.9	0.4	-0.1	-0.2	-2.1	-1.2	-5.8	-20.8	34.9
CCOc1cc(/C=N/Nc2cc(C)nc(-n3nc(C)cc3C)n2)ccc1O	-48.3	1.7	-0.1	-10.9	-10.6	-3.4	-0.5	-8.7	57.5*[5 µM]
Cc1cccc(C)c1NC(=O)c1cc2c(=O)c3ccccc3oc2nc1C(F)(F)F	12.1	0.9	-0.3	-3.8	-11.1	1.8	-7.7	-10.8	12.3
CN(C)CC(O)COc1ccc(-c2ccc(C#N)cc2)cc1 (centres undefined)	-6.5	-0.5	0.4	1.6	-15.9	2.9	-12.8	-22.9	27.9
Cc1cccc(N2CCN(Cc3nc(-c4ccc(F)cc4F)oc3C)CC2)n1	14.0	1.2	1.6	1.9	9.2	-0.1	-4.0	-3.2	11.7
Cc1nn(C)c(C)c1CN(C)C(=O)C1c2ccccc2Oc2ccccc21	6.2	-0.5	0.8	-1.5	-9.5	-5.3	-35.2	81.4*	3.7
COC(=O)c1ccc(-n2c(C)ccc2-c2ccccc2)cc1	58.6	-0.8	0.4	-2.1	-9.2	-2.5	-27.9	-24.7	5.7
COc1ccc(/C=C/C(=O)NC(=S)NCCc2ccc(OC)c(OC)c2)cc1	88.2*	-0.1	-0.7	-1.7	-10.5	-6.7	-4.0	8.0	12.3
CCOC(=O)c1ccc(NC(=O)c2ccccc2N(C)S(=O)(=O)c2ccccc2)cc1	18.1	-2.3	-0.6	3.5	-15.8	1.4	-13.4	2.1	2.3
CCOc1ccc(C(=O)CN2CCN(S(=O)(=O)c3ccc(Cl)cc3)CC2)cc1	22.8	-0.4	0.4	0.3	10.6	1.5	-6.5	-9.2	-2.3
CCCOc1ccc(/C=C/C(=O)O)cc1OC	16.7	0.8	0.6	0.3	-10.6	-2.5	12.7	-5.8	-13.0

# 2 records drawn at random from the list so far, as already listed:
Structure	CHOP inh	TRPN1 ag	TRPML3 ag	TNF death inh	MDM2 E3 inh	Runt-SMMHC FRET	p47phox inh	EBV gp42 inh	PPC-1+TRAIL kill
CCOC(=O)c1ccc(NC(=O)c2ccccc2N(C)S(=O)(=O)c2ccccc2)cc1	18.1	-2.3	-0.6	3.5	-15.8	1.4	-13.4	2.1	2.3
COc1ccc(/C=C/C(=O)NC(=S)NCCc2ccc(OC)c(OC)c2)cc1	88.2*	-0.1	-0.7	-1.7	-10.5	-6.7	-4.0	8.0	12.3

# Following part
Structure	CHOP inh	TRPN1 ag	TRPML3 ag	TNF death inh	MDM2 E3 inh	Runt-SMMHC FRET	p47phox inh	EBV gp42 inh	PPC-1+TRAIL kill
O=C(c1ccccc1C(=O)N1CCN(c2ccccc2F)CC1)N1CCN(c2ccccc2F)CC1	15.2	0.6	1.1	3.9	-19.4	-1.1	-10.5	-6.7	1.7
COC(=O)c1sc(NC(=O)C2c3ccccc3Oc3ccccc32)c(C(=O)OC)c1C	13.7	0.1	0.5	1.0	2.8	-0.7	-29.1	-22.9	4.6
CCOC(=O)c1c(NC(=O)C2CCCN(S(=O)(=O)c3ccccc3)C2)sc2c1CCCC2 (centres undefined)	-18.9	-0.5	1.5	2.0	5.8	3.8	-11.7	-8.3	-2.9
Cc1ccc(CO/N=C/C2=C(Cl)c3ccccc3CC2)cc1	38.3	4.0	0.9	0.4	-2.3	-1.5	-2.7	-2.8	-5.0
C=CCn1c(CNC(=O)c2ccco2)nnc1SCC(=O)c1ccc(OC)cc1	-7.3	0.8	0.9	-0.5	1.1	2.6	-4.7	-12.6	12.5
CSc1nc(C)nc(C2CC2)c1C#N	15.9	1.1	0.5	-0.8	-8.8	0.3	-5.2	-6.7	25.9
Cc1cccc(C)c1NC(=O)COC(=O)c1ccc(N2CCCC2)c([N+](=O)[O-])c1	80.4*	1.6	0.3	0.9	-19.4	-7.5	-12.7	-7.1	-8.7
CN(C)C(=O)CCCc1nc(-c2ccc(Cl)cc2)no1	-1.6	2.0	1.5	-2.2	-3.7	-3.3	-16.2	-1.2	6.1
CCNc1ccc(C(=O)OCC(=O)NC(=O)NCC(C)C)cc1[N+](=O)[O-]	34.0	1.1	0.8	-0.5	-16.7	-3.7	-13.2	2.8	3.2
N#CC1=C(N)C(C#N)(C#N)[C@H](c2ccsc2)[C@H]2COCC=C12	27.1	1.9	1.2	-0.6	-7.0	-57.6	-0.2	10.4	3.6
CN(/N=C/c1ccc(Cl)cc1)c1ncc(Cl)cc1C(F)(F)F	-1.9	1.1	0.6	0.4	-8.4	0.7	9.7	-8.7	17.6
CCOc1ccccc1OCCCC(=O)Nc1sccc1C(N)=O	-0.4	1.3	0.1	2.5	x	-0.9	-9.6	-5.0	17.2
Cc1ccc(CC2CC(=O)N(CCc3ccc4c(c3)OCO4)C2=O)cc1 (centres undefined)	-7.7	-0.3	-0.2	-3.2	1.9	4.8	1.0	-15.5	16.1
COc1cc(NC(=S)Nc2cccnc2)cc(OC)c1	11.2	-0.2	-0.2	-0.7	-13.9	9.1	-1.8	6.9	19.8
COC(=O)[C@@H]1CCCN1Cc1nc(Cc2ccccc2F)no1	-2.5	-0.5	-0.6	0.4	-46.3	x	-7.6	-30.5	x
CCCCNS(=O)(=O)c1ccc2nc(SCC(=O)Nc3cccc(F)c3)[nH]c2c1	30.9	0.5	-0.8	3.8	-9.1	1.2	-39.8	-2.0	-8.2
COc1ccc(NC(=O)C2(c3ccc(NC(=O)c4ccc(OC)cc4)cc3)CCCC2)cc1	1.2	-1.2	1.1	1.3	-12.5	0.2	-13.2	-10.6	-1.9
CCc1ccc(C(=O)CN2C(=O)NC(C)(CCc3ccccc3)C2=O)cc1 (centres undefined)	39.5	-0.4	0.3	1.7	-11.5	2.1	-40.0	-31.5	9.4
COCCOc1ccc(C(F)(F)F)cc1N	-5.7	1.3	1.3	0.4	-4.9	-3.0	-5.8	-1.0	6.8
